Screening data deposited in PubChem BioAssay by National Center for Advancing Translational Sciences (NCATS).
ATXN2 expr inh – Primary qHTS for Inhibitors of ATXN expression; HEK-293 ATXN2-luciferase reporter, luminescence, 24 h; Potency, µM (series often up to 57 µM), for inactives: top-dose activity change, negative = inhibition, hits mostly inhibitors; actives 0.72% (n = 360,000); also: potency is read from the fitted curve at half-maximal effect; % is scaled to controls: 0 for no effect and ±100 for the full control effect; nearly all actives have a fitted effect of over 55% in size
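qHTS (up to 57 uM final) was run with 24 h compound exposure of reporter cells at 37 °C. Each well was multiplexed: SteadyGlo luminescence measured ATXN2-luciferase expression after a fluorogenic Gly-Phe-AFC viability readout (25 uM final).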
IL-1B inflam inh – qHTS for Inhibitors of Inflammasome Signaling: IL-1-beta AlphaLISA Primary Screen. THP-1 LPS/ATP IL-1B secretion, AlphaLISA, 16 h; stronger effect = lower value. actives 4.7% (n = 360,000). AID 743279, 2014. activity change, % at 57.5 µM; in the data active = activity change below about -50%; inconclusive = mostly about -30% to -49%; also: % is scaled to controls: 0 for no effect and ±100 for the full control effect
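THP-1 cells pretreated 1 hr with compounds (up to 57.5 uM final), then stimulated with LPS (250 ng/mL final) plus ATP (1.25 mM final); secreted IL-1B measured by AlphaLISA after 16 hr, decreased signal indicating inhibition.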
HepG2 viability – qHTS for Inhibitors of TGF-b: Cytotox Counterscreen; HepG2 CAGA-GFP viability, ATP luminescence, 18 h; Potency, µM (highest dose often 46.1 µM), without a hit: top-dose activity change, negative = cytotoxicity, usual class: cytotoxic; actives 0.76% (n = 410,000); also: potency is read from the fitted curve at half-maximal effect; some results filed as inactive show a strong effect at the top dose
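CellTiter-Glo luminescence gave cytotoxicity after 18 hours at 37 degrees C. The cells were HepG2 CAGA-GFP in 1% FBS DMEM, stimulated with 500 pg/mL TGF-beta after compound addition. %Activity was normalised to no-cell wells (complete cell-killing) and DMSO (no toxicity), and curves were fitted and classified.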
S2 tox – Viability Counterscreen for Primary qHTS for Inhibitors of ATXN expression; S2 cells (HEK-293 line with an ATXN2-luciferase reporter) viability, CellTiter-Fluor protease fluorescence, 24 h; Potency, µM (highest dose often 56.7 µM), actives largely listed as cytotoxic; actives 0.49% (n = 400,000); also: potency is read from the fitted curve at half-maximal effect; nearly all actives have a fitted effect of over 40% in size
HT1080NT lethal – qHTS for induction of synthetic lethality in tumor cells producing 2HG: qHTS for the HT-1080-NT fibrosarcoma cell line | HT-1080-NT fibrosarcoma viability, CellTiter-Glo ATP luminescence, 48 h | AID 686970, 2013 | Potency, µM (top dose mostly 46.1 µM), without a hit: at the highest dose activity, negative = less viability, usual class: cytotoxic | actives 1.6% (n = 360,000);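 also: NT is the 2HG producing partner of a matched IDH1 knockdown line; potency is read from the fitted curve at half-maximal effect; 0% = DMSO-treated cells and -100% = media-only wells without cells; nearly all actives have a fitted effect of over 55% in size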
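Read-out is CellTiter-Glo luminescence after 10 minutes at room temperature, following 48 hours' compound treatment of HT-1080-NT cells (750 cells/well, RPMI, 5% FBS, 37 degrees C).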
KB-3-1 tox – qHTS assay for MDR1-selective chemotherapeutics: Primary screen using the parental adenocarcinoma cell KB-3-1; actives 1.4% (n = 400,000); Potency, µM (highest dose often 46.1 µM), inactives show top-dose activity change, negative = cytotoxic, hits mostly cytotoxic; KB-3-1 viability, CellTiter-Glo ATP luminescence, 72 h; also: potency is read from the fitted curve at half-maximal effect; % is scaled to controls: 0 for no effect and ±100 for the full control effect; nearly all actives have a fitted effect of over 60% in size
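Parental KB-3-1 viability, qHTS format: 72 h compound exposure, 37 °C; CellTiter-Glo; media-only wells and DMSO plates as controls; concentration-effect fits on corrected data.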
MCF10A rereplic – A quantitative high throughput screen for small molecules that induce DNA re-replication in MCF 10a normal breast cells; actives 2.9% (n = 350,000); Potency, µM (titrated, usually from 46.1 µM), for inactives: top-dose activity, positive = re-replication, actives largely listed as activators; MCF 10A DNA re-replication, Hoechst nuclear intensity, 48 h; also: potency is read from the fitted curve at half-maximal effect; % of control where 0% means no effect; nearly all actives have a fitted effect of over 50% in size
SW480 rereplic – A quantitative high throughput screen for small molecules that induce DNA re-replication in SW480 colon adenocarcinoma cells | actives 1.8% (n = 340,000) | Potency, µM (top dose mostly 46.1 µM), without a hit: at the highest dose re-replication activation, actives largely listed as activators | SW480 DNA re-replication, Hoechst DNA content imaging, 48 h | AID 624297, 2012; also: potency is read from the fitted curve at half-maximal effect; % of control where 0% means no effect; nearly all actives have a fitted effect of over 55% in size
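Hoechst fluorescence of nuclei (405 nm excitation, 500-530 nm emission) measured by plate-scanning imager after 48 hr compound exposure at 37 C; re-replication scored as increased number of nuclei with elevated intensity.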
HT1080 IDH1KD tx – qHTS for induction of synthetic lethality in tumor cells producing 2HG: qHTS for the HT-1080-IDH1KD cell line. HT-1080 IDH1 knockdown viability, ATP luminescence, 48 h. Potency, µM (series often up to 46.1 µM), inactives show top-dose activity, negative = toxicity, usual class: cytotoxic. actives 2% (n = 360,000). AID 686971, 2013;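 also: potency is read from the fitted curve at half-maximal effect; 0% = DMSO wells and -100% = cell-free medium wells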
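Viability of IDH1-knockdown HT-1080 fibrosarcoma cells was assessed by CellTiter-Glo after 48 h at 37 °C with titrated compound; concentration-effect curves were classified by fit quality and response size.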
An asterisk follows results filed as active; i = inactive; ? = inconclusive; · = no result given; & = joins results of further samples; [ ] = dose if it differs, or a comment. Unless noted, calls follow the shape of the dose curve; as a rule, active = well fitted curve in the direction sought with a large enough effect; inconclusive = small, poorly fitted or top-dose-only effect, or another doubt; inactive = no such curve, though single readings can be large; an effect the other way counts as inactive or inconclusive.

entry	SMILES	ATXN2 expr inh	IL-1B inflam inh	HepG2 viability	S2 tox	HT1080NT lethal
1	Cc1ccc(S(=O)(=O)NN2C(=O)c3ccccc3NC2c2ccccc2)cc1 (stereo not given)	0%	-1	-2%	·	1%
2	O=C(c1ccc(-c2nnc(Nc3cccc(Cl)c3)c3ccccc23)cc1)N1C[C@H]2C[C@H](C1)c1cccc(=O)n1C2	?	?	3%	i	?
3	CCOc1ccccc1-n1c(SCC(=O)N(CC)CC)nnc1-c1ccccn1	0%	9	-18%	?	10%
4	COc1cc(CNc2ncnc3c2ncn3[C@H]2CN(Cc3ccc4c(c3)OCO4)C[C@@H](CO)O2)cc(OC)c1OC	6%	23	1%	i	-2%
5	COCCNC(=O)Cc1ccc(Br)cc1	-7%	0	1%	i	15%
6	CCn1c(SCC(=O)NCc2ccco2)nc2cccnc21	3%	-8	-8%	i	10%
7	O=C(CSc1ccc(-c2ccccc2)nn1)c1cccs1	·	0	6%	i	-21%
8	CC1(C(=O)NS(=O)(=O)C2CC2)CCN(C(=O)c2cc3ccccc3s2)C1 (stereo not given)	17%	-7	11%	i	2%
9	CCCn1c(C2CCCN2c2nc(-c3cccc(Br)c3)cs2)nc2ccccc21 (stereo not given)	0%	-17	-30%	22µM*	-26%
10	CC(NC(=O)C1CCC(C)(C(=O)O)C1(C)C)c1ccccc1 (stereo not given)	-11%	-6	9%	i	-6%

entry	KB-3-1 tox	MCF10A rereplic	SW480 rereplic	HT1080 IDH1KD tx
1	2%	-1%	-2%	-9%
2	?	?	4%	?
3	15%	0%	-4%	2%
4	0%	·	·	20%
5	13%	4%	-1%	24%
6	-2%	20%	1%	7%
7	-2%	-1%	4%	-19%
8	0%	·	·	14%
9	0%	6%	5%	-19%
10	?	?	7%	2%

(more compounds)
entry	SMILES	ATXN2 expr inh	IL-1B inflam inh	HepG2 viability	S2 tox	HT1080NT lethal
11	CC(C)OC(=O)C1=C(N)N2C(=O)CSC2=C(C(=O)OC(C)C)C1	-3%	12	11%	i	18%
12	c1ccc(-c2nn3nnnc3c3ccccc23)cc1	-15%	-9	7%	i	-13%
13	CCOC(=O)N1CCC(=NNC(=O)COc2ccc(OC)cc2)CC1	6%	0	4%	i	2%
14	O=C(O)c1cccc(N2C(=O)c3cc4cccc(Br)c4cc3C2=O)c1	?	-8	2%	·	15%
15	CC(C)CC(NC(=O)C1CCCN1C(=O)CNC(=O)OCc1ccccc1)C(=O)O (stereo not given)	·	-17	-9%	i	4%
16	Oc1ccc(C[C@H]2CNC(=S)N2CC2CCCN2C[C@H](Cc2ccc(O)cc2)N2C[C@H](Cc3ccccc3)N(CCc3ccccc3)C2=S)cc1 (stereo not given in full)	?	-22	-6%	i	-6%
17	COc1ccc(-c2ccc(SCC(=O)Nc3nccs3)nn2)cc1OC	24%	50	-2%	i	-2%
18	O=Cc1ccc(-c2cccs2)s1	?	32	-10%	i	-5%
19	Cc1ccc(NC(=O)CCc2nnc3ccc(N4CCC5(CC4)OCCO5)nn23)nc1	·	-6	-8%	·	-1%
20	COC(=O)[C@@H](CC(C)C)NS(=O)(=O)N(Cc1ccccc1)[C@@H](CC(C)C)C(=O)OC	-32%	-8	-3%&-28%	?	1%

entry	KB-3-1 tox	MCF10A rereplic	SW480 rereplic	HT1080 IDH1KD tx
11	2%	17%	0%	12%
12	-1%	-1%	-1%	-9%
13	3%	-11%	-12%	-5%
14	0%	4%	?	16%
15	-3%	8%	-7%	8%
16	23µM*	19%	?	-3%
17	0%	-1%	1%	-18%
18	-16%	4%	?	-8%
19	0%	-6%	2%	1%
20	?	?	6%	3%

By substructure, the entries above containing a thiophene ring, fused or not.
entry	SMILES	ATXN2 expr inh	IL-1B inflam inh	HepG2 viability	S2 tox	HT1080NT lethal
7	O=C(CSc1ccc(-c2ccccc2)nn1)c1cccs1	·	0	6%	i	-21%
8	CC1(C(=O)NS(=O)(=O)C2CC2)CCN(C(=O)c2cc3ccccc3s2)C1 (stereo not given)	17%	-7	11%	i	2%
18	O=Cc1ccc(-c2cccs2)s1	?	32	-10%	i	-5%

entry	KB-3-1 tox	MCF10A rereplic	SW480 rereplic	HT1080 IDH1KD tx
7	-2%	-1%	4%	-19%
8	0%	·	·	14%
18	-16%	4%	?	-8%

Remaining list, next part.
entry	SMILES	ATXN2 expr inh	IL-1B inflam inh	HepG2 viability	S2 tox	HT1080NT lethal
21	COc1ccc(S(N)(=O)=O)cc1C(=O)OCC(=O)N1CC(=O)Nc2ccccc21	5%	24	11%	i	11%
22	CCOC(=O)c1cccc(NC(=O)CCc2nc(-c3ccc(C)cc3)no2)c1	-24%	-14	-5%	i	-1%
23	Cc1ccc(NC(=O)CN2CCCCCC2)cc1[N+](=O)[O-]	3%	-3	-1%	i	11%
24	O=S(=O)(c1ccc(-c2ccno2)s1)N1CCCCC1	-12%	2	-6%	i	-11%
25	CCOc1ccc(CNC(=O)CCC(=O)N2Cc3cccc(OC)c3Oc3ncccc32)cc1	·	-1	7%	i	2%
26	CCc1ccc(OCCOCC(O)CN(CCO)CCO)cc1 (stereo not given)	1%	5	8%	i	17%
27	Cn1c(SCC(=O)NCc2cccs2)nnc1-c1ccco1	-1%	0	-2%	i	-3%[9.24 µM]
28	CC1(C)Cc2c(sc(NC(=O)Nc3ccccc3)c2C(N)=O)CO1	·	?	-23%	?	-3%
29	CCOc1ccc(CCN2C(=S)N([C@@H](Cc3ccccc3)CN3CCCC3CN3C(=S)NC[C@@H]3Cc3ccccc3)C[C@@H]2Cc2ccc(O)cc2)cc1 (stereo not given in full)	-2%	-4	·	?	-8%
30	CCOC(=O)c1ccc(N2C(=O)CC(Sc3nc(O)c(CC)c(=O)[nH]3)C2=O)cc1 (stereo not given)	-8%	11	-25%	i	4%

entry	KB-3-1 tox	MCF10A rereplic	SW480 rereplic	HT1080 IDH1KD tx
21	18%	-14%	-42%[inhibitor]	4%
22	?	2%	0%	-13%
23	0%	18%	0%	14%
24	7%	0%	3%	-8%
25	-6%	2%	-2%	-2%
26	-8%	1%	·	10%
27	0%	-2%	-3%	6%
28	-1%	-9%	0%	0%
29	-21%	·	·	3%
30	1%	-2%	-4%	-4%[9.24 µM]

(listing goes on)
entry	SMILES	ATXN2 expr inh	IL-1B inflam inh	HepG2 viability	S2 tox	HT1080NT lethal
31	OCCCc1nc2ccccc2n1Cc1ccccc1	-7%	12	-51%	i	2%
32	O=C(Nc1ccc(Cl)cc1)N1CCCC1	14%	-15	-2%	i	8%
33	Cc1ccc(NC(=O)c2ncn(CCCN3CCN(c4ncccn4)CC3)n2)cc1C	7%	20	-29%	i	4%
34	N#Cc1c(N)n(-c2ccccc2N)c2nc3ccccc3nc12	0%	31	-30%	i	-21%
35	O=C(NC1CCCCC1)C(c1ccc(F)cc1)N(Cc1cccs1)C(=O)CN1C(=O)c2ccccc2S1(=O)=O (stereo not given)	-12%	40	-1%	i	4%
36	COc1cccc(N(CC(=O)NCCSc2ccccn2)S(C)(=O)=O)c1	-1%	12	-10%	i	2%
37	C=CCN1C(=O)C(Cc2ccccc2)S/C1=N/N=C/c1cccs1 (stereo not given)	-1%	-25	-4%	i	-5%
38	c1ccc(-c2nnsc2Sc2ccccn2)cc1	27%	-2	-7%	i	2%
39	COc1ccc(/C=C/C(=O)c2ccoc2)cc1	12%	?	-33%	i	-1%
40	CC(NCC(O)COc1ccccc1)C1COc2ccccc2O1 (stereo not given)	0%	-5	-24%	i	1%

entry	KB-3-1 tox	MCF10A rereplic	SW480 rereplic	HT1080 IDH1KD tx
31	10%	-1%	-8%	3%
32	5%	4%	-4%	9%
33	0%	?	-1%	6%
34	26%	4%	?	-9%
35	3%	?	-3%	0%
36	-18%	1%	-1%	2%
37	-20%	?	1%	-2%
38	-6%	20%	-5%	-14%
39	-9%	9%	-1%[9.22 µM]	0%
40	3%	5%	-6%	12%

(more compounds)
entry	SMILES	ATXN2 expr inh	IL-1B inflam inh	HepG2 viability	S2 tox	HT1080NT lethal
41	COc1ccc(CCN2Cc3c(N)cccc3C2=O)cc1OC	-14%	-10	-4%	i	21%
42	Cc1cc(C)cc(Nc2ccc(C(=O)O)cc2N)c1	3%	19	7%	i	14%
43	CCOc1cc(C)ccc1OCc1nnc(SCC(=O)c2cccc([N+](=O)[O-])c2)n1C	-32%	-51*	-20%	i	?
44	Nc1nnc(C(c2ccccc2)c2ccccc2)s1	8%	6	-2%	i	1%
45	O=C(NCCCn1ccnc1)C(=O)NCC(c1cccnc1)N1CCN(c2ccccc2)CC1 (stereo not given)	-6%	-8	-5%	i	14%
46	Cc1ccc(COc2ccc(CNCCCN3CCCCCC3=O)cc2)cc1	-3%	-64*	-19%	i	-29%

entry	KB-3-1 tox	MCF10A rereplic	SW480 rereplic	HT1080 IDH1KD tx
41	6%	-8%	-4%	?
42	1%	17%	-1%	16%
43	-13%	-17%	?	?
44	0%	9%	-3%[9.22 µM]	10%
45	15%	2%	-6%	-1%
46	?	?	18µM*	-16%
